Nrf2 activator: activators of Nrf2 (ARE) signaling; AREc32 ARE-luciferase reporter (MCF7-derived line), luminescence, 24 h; Potency, µM (series often up to 46.1 µM), without a hit: at the top dose activation, actives largely listed as activators; 410,000 tested, 0.31% active; further: potency means the concentration at half of the fitted maximal effect; % of control where 0% means no effect; nearly all actives have a fitted effect of over 65% in size
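AREc32 cells carrying an ARE-driven firefly luciferase, 1000 cells/well in OPTI-MEM with 5% FBS, dosed after overnight attachment and incubated 24 hr at 37 deg C. Steady-Glo luminescence read after 30 min at RT.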
CCT chaperon mod: modulators of cytosolic chaperonin (CCT/TRiC) activity. purified chaperonin ATPase assay, HTRF ADP detection, 30 min. activity change, % (test concentration not listed), hits read low. 360,000 tested, 0.3% active; in the data active means activity change below about -30%; further: on the % scale 0 is the no-effect control and ±100 the full control effect
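TRiC (40 or 20 nM final, by batch activity) in 30 mM Tris pH 7.4, 100 mM KCl, 5 mM MgCl2, 1 mM DTT was treated with compound at 76 uM single dose, then 10 uM ATP, 30 min at 37 °C. ADP was read by HTRF Transcreener.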
Akt phos inh: blocks phosphorylation of Akt; Neuro2A IGF-stimulated pAkt S473 HTRF, 20 min; hits give low values; activity change, % for hits at 50 µM; 360,000 tested, 0.32% active; AID 651550; in the data active means activity change below about -80%; inconclusive means mostly about -51% to -80%; further: on the % scale 0 is the no-effect control and ±100 the full control effect
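Single-point screen (50 µM final compound) in Neuro2A cells stimulated 20 min with 6 nM IGF at 37 deg C. After lysis, Ser473-phosphorylated Akt read by HTRF (ex 330 nm, em 615/665 nm) as the 665/615 ratio.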
TGFb SMAD3 inh: blocks TGF-b signaling; Potency, µM (series often up to 46.1 µM), without a hit: at the highest dose activity, negative = inhibition, actives largely listed as inhibitors; 410,000 tested, 1.2% active; HepG2 CAGA-GFP TGF-b/SMAD3 reporter, GFP fluorescence, 18 h; TGF-beta stimulated, 500 pg/mL final; further: potency means the concentration at half of the fitted maximal effect; on the % scale 0 is the no-effect control and ±100 the full control effect; nearly all actives have a fitted effect of over 65% in size
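HEPG2 CAGA-GFP reporter cells (1000/well, DMEM with 1% FBS) received compounds, then recombinant TGF-beta at 500 pg/mL final for 18 hours at 37 degrees C. Per-cell GFP summed per well was normalised to unstimulated and stimulated DMSO controls before curve fitting.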
A549 tox: counter-screen for Nrf2 inhibitors: cytotoxicity in A549 cells; A549 ARE-Fluc cells, CellTiter-Fluor viability, 18-24 h; Potency, µM (top dose mostly 46 µM), inactives show at the highest dose activity change, negative = cytotoxicity, most hits filed as inhibitors; 390,000 tested, 0.16% active; AID 504648; further: potency means the concentration at half of the fitted maximal effect; on the % scale 0 is the no-effect control and ±100 the full control effect
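Cytotoxicity counterscreen: CellTiter-Fluor fluorescence was measured in A549 ARE_Fluc cells after 18-24 h of compound exposure in a concentration series. The subsequent BugLite luminescent read reports ARE-luciferase activity.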
HepG2 tox: kills HepG2 cells in TGF-b inhibitor counter-screen. AID 588856. HepG2 CAGA-GFP viability, ATP luminescence, 18 h. 410,000 tested, 0.76% active. Potency, µM (highest dose often 46.1 µM), without a hit: at the highest dose activity change, negative = cytotoxicity, hits mostly cytotoxic; further: potency means the concentration at half of the fitted maximal effect; some results filed as inactive show a strong effect at the top dose
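CellTiter-Glo luminescence gave cytotoxicity after 18 hours at 37 degrees C. The cells were HepG2 CAGA-GFP in 1% FBS DMEM, stimulated with 500 pg/mL TGF-beta after compound addition. %Activity was normalised to no-cell wells (complete cell-killing) and DMSO (no toxicity), and curves were fitted and classified.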
Abeta yeast res: A-beta toxicity reversal in yeast. yeast expressing A-beta42, growth rescue, OD600, 48 h; response scale: 0% DMSO, 100% iron-clioquinol control. Potency, µM (top dose mostly 46.1 µM), without a hit: at the highest dose growth rescue, most hits filed as activators. 410,000 tested, 0.063% active. AID 1347071; further: potency means the concentration at half of the fitted maximal effect; nearly all actives have a fitted effect of over 55% in size
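Growth rescue measured by 600 nm absorbance after 48 h yeast culture at 30 C with compound. Values normalized between DMSO and an equimolar ferric chloride plus clioquinol control.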
Nrf2 block: Nrf2 pathway inhibition. A549 ARE-Fluc reporter, luciferase luminescence, 18-24 h. Potency, µM (titrated, usually from 46 µM), for the others: at the highest dose activity change, negative = inhibition, most hits filed as inhibitors. 360,000 tested, 2.1% active. AID 504444; further: potency means the concentration at half of the fitted maximal effect; on the % scale 0 is the no-effect control and ±100 the full control effect; nearly all actives have a fitted effect of over 60% in size
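Reporter: ARE-Fluc in A549. Exposure: 18-24 h, 37 °C, 5% CO2, 5% FBS OPTI-MEM. Readouts: fluorescent cytotoxicity (CellTiter-Fluor), then luminescent Nrf2 signal after BugLite.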
MmCpn inh: M. maripaludis TRiC chaperonin inhibition; purified Mm-Cpn ATPase, ADP Transcreener TR-FRET; Potency, µM (doses to about 76.9 µM), without a hit: at the highest dose activity, negative = inhibition, hits mostly inhibitors; 330,000 tested, 0.031% active; further: potency means the concentration at half of the fitted maximal effect; on the % scale 0 is the no-effect control and ±100 the full control effect; nearly all actives have a fitted effect of over 80% in size
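25 nM Mm-CPN + cpd, 10 min 37°C; + 10 uM ATP, 30 min 37°C; buffer 30 mM Tris pH 7.4, 100 mM KCl, 5 mM MgCl2, 1 mM DTT; Transcreener ADP HTRF detection 30 min RT.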
* hit, by the source's call; i = inactive; ? = inconclusive; . = no result given; [ ] = remark or other dose. Unless noted, the call rests on the fitted dose curve; in most records, active means well fitted curve in the direction sought with a large enough effect; inconclusive means small, poorly fitted or top-dose-only effect, or another doubt; inactive means no such curve, though single readings can be large; an effect the other way counts as inactive or inconclusive.

SMILES	Nrf2 activator	CCT chaperon mod	Akt phos inh	TGFb SMAD3 inh	A549 tox	HepG2 tox	Abeta yeast res	Nrf2 block	MmCpn inh
CC(=O)N1c2ccc(S(=O)(=O)N3CCC(C(=O)Nc4cccc(F)c4)CC3)cc2CC1C (stereo not given)	2.0%	-0.4	i	2.1%	-8.7%	-16.4%	5.7%	16.4µM*	0.2%
CSc1cccc(NS(=O)(=O)c2cn(C)cn2)c1	0.1%	-1.2	.	-9.5%	10.7%	-5.5%	-12.3%	-6.8%	-1.2%
N#CCNC1CC(=O)N(c2ccc(F)cc2)C1=O (stereo not given)	-0.3%[9.22 µM]	-1.0	i	2.4%	7.4%	-0.7%	4.0%	-25.9%	-0.4%
Cc1onc(-c2ccccc2)c1C(=O)NNC(=S)NC(=O)c1ccc(F)cc1	-0.1%	-1.0	i	?	-12.6%	-24.0%	?	?	3.3%
COc1cc(CNC(=O)c2cc(-c3cc(F)ccc3OCC3CCCO3)n[nH]2)cc(OC)c1 (stereo not given)	3.9%	-0.3	i	-8.6%	.	-21.1%	1.6%	.	.
Clc1cccc(OCCCN2CCCC2)c1Cl	3.3%	-1.1	i	1.2%	14.1%	0.2%	-0.3%	-11.0%	-0.9%
O=C(NC1CCCC1)C1CCN(S(=O)(=O)c2cccc3cccnc23)CC1	-0.8%	-2.2	i	-0.4%	-5.7%	-1.7%	2.3%	-9.4%	0.0%
CCN(CC)CCCN1C(=O)C2C(C(=O)Nc3ccc(C(C)C)cc3)C3C=CC2(O3)C1C(=O)NC1CCCCC1 (stereo not given)	0.5%	-1.9	i	6.9%	-17.0%	-10.2%	3.0%	-16.0%	-1.6%
CC12CCC(C(=O)NCc3ccccc3Cl)(CC1=O)C2(C)C (stereo not given)	-0.5%	4.2	i	16.0%	3.5%	0.5%	17.3%	15.1%	5.8%
CCOc1ccc(NC(=O)C/C(C)=N/NC(=O)Cc2cccs2)cc1	1.3%	-0.4	i	-2.2%	-1.8%	9.4%	24.0%	34.8%	-1.9%
COc1cccc(C(=O)CN2CCN(S(=O)(=O)c3ccc(Br)cc3)CC2)c1	-0.5%	-1.8	i	-8.2%	2.0%	-2.9%	6.0%	.	2.6%
COc1ccc(-c2noc(CCC(=O)NCCN(C)Cc3ccccc3)n2)cc1	0.3%	-1.4	i	22.0%	10.6%	-7.9%	-14.9%	.	.
CSc1nnc(NC(=O)c2ccc3c(c2)OCO3)s1	-1.6%	-2.1	i	-7.7%	-0.2%	-4.5%	-13.0%	6.3%	1.0%
O=C(Nc1ccc(C(=O)N2CCN(c3cccc(Cl)c3)CC2)cc1)c1nsc2ccccc12	0.0%	.	.	27.8%	-0.3%	-36.8%	-5.2%	.	.
CC1=NN(c2nc(C)cc(C)n2)C(=O)C1CCC(C)C (stereo not given)	0.1%	0.5	i	-20.6%	-1.6%	-4.0%	7.8%	.	-1.5%
COc1cc2[nH]c(=S)n(C3CC3)c(=O)c2cc1OC	-0.3%	0.7	i	1.5%	-1.1%	-34.0%	13.5%	4.7%	2.9%
Cc1cccc(CSc2nc3cccnc3n2Cc2ccc(C(=O)NCc3cccs3)cc2)c1	0.4%	.	.	?	?	-30.7%	1.3%	?	.
CCOC(=O)CSc1nc(=O)n2cc(C)ccc2n1	-0.3%	3.5	i	-13.2%	-1.8%	-4.4%	-4.2%	0.3%	-0.6%
COc1ccc(N2CCN(C(=O)c3ccccc3)CC2)c([N+](=O)[O-])c1	-0.6%	-1.9	i	3.6%	-0.2%	-22.2%	0.8%	17.4%	1.3%
CCOc1ccc(NC(=O)C(=O)NCCc2csc(-c3ccc(F)cc3)n2)cc1	0.1%	.	.	8.4%	0.2%	7.7%	-10.7%	.	.
O=C(NCc1ccc2c(c1)OCO2)c1cccnc1	0.1%	-2.5	i	-0.8%	0.4%	4.8%	?	?	1.4%
CN(CCOc1ccccc1)CC(=O)Nc1cccc(Br)c1	0.9%	2.1	i	-1.7%	3.3%	-4.5%	-11.0%	1.6%	-0.2%
CCOc1ccc(C2C(C(C)=O)=C(O)C(=O)N2CCc2c[nH]c3ccccc23)cc1 (stereo not given)	-0.7%	1.0	i	-17.0%	-0.7%	-4.0%	-15.0%	-13.8%	-1.9%
N/C(Cc1nc(-c2ccc(Cl)cc2)cs1)=N/O	10.6%	-0.6	i	-15.6%	0.1%	3.9%	-10.5%	-8.6%	0.7%
CCN(CC)CCC(c1ccc2c(c1)OCO2)c1c(OC)cc(OC)c2ccc(=O)oc12 (stereo not given)	10.6%	0.0	i	-0.1%	16.4µM*	-15.7%	-11.4%	7.2%	-1.1%

(next part)
SMILES	Nrf2 activator	CCT chaperon mod	Akt phos inh	TGFb SMAD3 inh	A549 tox	HepG2 tox	Abeta yeast res	Nrf2 block	MmCpn inh
CCOc1ccc(-n2c(SCC(=O)Nc3ccc4c(c3)OCCO4)nc3c([nH]c4ccccc43)c2=O)cc1	0.2%	.	.	12.4%	6.0%	-3.9%	-5.8%	.	.
COC(=O)CNC(=O)C(C)NC(=O)OCc1ccccc1 (stereo not given)	0.1%	-2.4	i	4.0%	3.9%	-2.6%	10.5%	30.1%	-1.1%
COc1ccc(C)c2sc(N(CCN(C)C)C(=O)c3ccc4ccccc4c3)nc12	-0.7%	0.5	i	-5.4%	-6.6%	-30.2%	-15.5%	?	-3.7%
CCOC(=O)N/N=C(\C)c1ccc(-n2cnnn2)cc1	-0.3%	-4.8	i	5.2%	-4.4%	-18.1%	-11.7%	-2.4%	-0.8%
Cc1cs/c(=N\N=C2CCCCC2)n1Cc1ccco1	0.1%	-1.0	i	0.5%	7.2%	-4.2%	12.1%	-5.9%	-0.4%
CCOC(=O)N1CCN(c2nc3ccccc3nc2C(C#N)S(=O)(=O)c2ccc(C)cc2)CC1 (stereo not given)	-0.4%	0.3	i	2.3%	-5.5%	17.5%	-1.3%	6.3%	-0.9%
COc1ccc(/C=N/NC(=O)c2csc(-n3nc(C)cc3C(F)(F)F)n2)cc1	0.4%	-2.4	i	27.1%	-22.1%	2.8%	18.8%	?	-2.7%
CN(CC(=O)Nc1ccc(Cl)c(C(F)(F)F)c1)C(=O)Cc1ccsc1	0.0%	-0.8	i	-1.4%	1.6%	-18.0%	5.4%	-17.6%	-0.8%
NC(=O)c1cccc2c1-c1ccccc1/C2=N/NC(N)=S	0.0%	-0.2	i	-26.5%	-4.0%	-14.3%	-10.8%	4.5%	-12.0%
CCCCNC(=O)NNC(=O)c1ccco1	-0.4%	-2.8	i	6.2%	2.7%	0.4%	-11.7%	3.8%	-8.8%
Cc1ccc(NC(=O)c2csnn2)c(C)c1	4.6%	-0.1	i	-11.5%	-7.1%	-0.7%	6.1%	12.8%	1.3%
COc1ccccc1NC(=O)N(Cc1cccs1)Cc1cc2cc3c(cc2[nH]c1=O)OCO3	4.6%	-4.2	i	-58.3%	-19.5%	0.0%	-2.4%	?	-1.3%
CN(C)CCNC(=O)COc1ccc(Cl)cc1Cl	-0.6%	-12.0	i	-17.1%	20.9%	-4.0%	14.5%	11.0%	1.5%
COC(=O)CN(c1ccccc1)S(=O)(=O)c1cc(Br)ccc1OC	-0.3%	1.7	i	9.4%	-7.8%	-8.8%	5.5%	-3.6%	-1.8%
COc1ccc(NC2=C3CCCC=C3N(c3ccc(OC)cc3)C2=O)cc1	4.0%	0.9	i	-8.7%	9.7%	2.2%	-2.1%	-8.3%	0.8%

9 structures already listed, ordered by length of the SMILES, low to high:
SMILES	Nrf2 activator	CCT chaperon mod	Akt phos inh	TGFb SMAD3 inh	A549 tox	HepG2 tox	Abeta yeast res	Nrf2 block	MmCpn inh
CCOC(=O)N/N=C(\C)c1ccc(-n2cnnn2)cc1	-0.3%	-4.8	i	5.2%	-4.4%	-18.1%	-11.7%	-2.4%	-0.8%
NC(=O)c1cccc2c1-c1ccccc1/C2=N/NC(N)=S	0.0%	-0.2	i	-26.5%	-4.0%	-14.3%	-10.8%	4.5%	-12.0%
COC(=O)CN(c1ccccc1)S(=O)(=O)c1cc(Br)ccc1OC	-0.3%	1.7	i	9.4%	-7.8%	-8.8%	5.5%	-3.6%	-1.8%
COc1ccc(NC2=C3CCCC=C3N(c3ccc(OC)cc3)C2=O)cc1	4.0%	0.9	i	-8.7%	9.7%	2.2%	-2.1%	-8.3%	0.8%
CN(CC(=O)Nc1ccc(Cl)c(C(F)(F)F)c1)C(=O)Cc1ccsc1	0.0%	-0.8	i	-1.4%	1.6%	-18.0%	5.4%	-17.6%	-0.8%
COc1ccc(C)c2sc(N(CCN(C)C)C(=O)c3ccc4ccccc4c3)nc12	-0.7%	0.5	i	-5.4%	-6.6%	-30.2%	-15.5%	?	-3.7%
COc1ccc(/C=N/NC(=O)c2csc(-n3nc(C)cc3C(F)(F)F)n2)cc1	0.4%	-2.4	i	27.1%	-22.1%	2.8%	18.8%	?	-2.7%
CCOC(=O)N1CCN(c2nc3ccccc3nc2C(C#N)S(=O)(=O)c2ccc(C)cc2)CC1 (stereo not given)	-0.4%	0.3	i	2.3%	-5.5%	17.5%	-1.3%	6.3%	-0.9%
CCOc1ccc(-n2c(SCC(=O)Nc3ccc4c(c3)OCCO4)nc3c([nH]c4ccccc43)c2=O)cc1	0.2%	.	.	12.4%	6.0%	-3.9%	-5.8%	.	.

High-throughput results deposited in PubChem by National Center for Advancing Translational Sciences (NCATS).
